Screening results (PubChem)
GSTO1 counter = blocks human GSTO1 in RBBP9 counter-screen | P78417 | recombinant GSTO1, activity-based probe fluorescence polarization | inhibition, % at 5.96 µM | 300,000 tested, 1.1% active;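 active = inhibition above the campaign mean inhibition plus 3 SD, cut at about 35% in these data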;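 also: 0% = GSTO1-1 with DMSO and 100% = wells lacking GSTO1-1 enzyme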
GLD-1 RNA inh = GLD-1-TGE RNA interaction inhibition (C. elegans). Q17339. inhibition, % at 5.96 µM. purified GLD-1 + fluorescein TGE RNA, fluorescence polarization. AID 2280. 320,000 tested, 0.44% active;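 active = percent inhibition above a per-plate cutoff, the plate mean of test compounds plus 3 SD, cut at about 30% in these data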;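 also: 0% = DMSO wells with GLD-1 and probe and 100% = wells lacking GLD-1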
Target sequence (Q17339 whole entry, looked up): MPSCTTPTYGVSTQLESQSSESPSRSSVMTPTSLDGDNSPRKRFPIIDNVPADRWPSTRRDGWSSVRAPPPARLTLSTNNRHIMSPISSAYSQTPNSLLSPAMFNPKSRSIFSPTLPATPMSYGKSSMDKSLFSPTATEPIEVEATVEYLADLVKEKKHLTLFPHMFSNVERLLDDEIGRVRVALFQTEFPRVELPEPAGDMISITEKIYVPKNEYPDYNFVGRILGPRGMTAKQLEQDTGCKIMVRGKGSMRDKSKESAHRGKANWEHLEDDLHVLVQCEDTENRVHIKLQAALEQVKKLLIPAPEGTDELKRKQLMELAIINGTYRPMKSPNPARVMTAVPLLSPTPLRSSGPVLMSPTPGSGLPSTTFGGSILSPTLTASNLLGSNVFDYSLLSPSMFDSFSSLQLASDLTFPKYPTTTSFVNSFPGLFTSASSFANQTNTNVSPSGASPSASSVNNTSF
MCL1 BIM primary = disrupts human MCL1 binding to BIM-BH3 peptide; Q07820; GST-MCL1 / FITC-Bim-BH3 fluorescence polarization; inhibition, % at 10.9 µM; 320,000 tested, 0.68% active;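 active = inhibition above the mean inhibition of all tested compounds plus 3 SD, set per campaign, cut at about 40% in these data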;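 also: 0% = DMSO wells and 100% = unlabeled Bim-BH3 peptide control; higher means more loss of mP so more displacement of Bim peptide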
Target sequence (Q07820 whole entry, looked up): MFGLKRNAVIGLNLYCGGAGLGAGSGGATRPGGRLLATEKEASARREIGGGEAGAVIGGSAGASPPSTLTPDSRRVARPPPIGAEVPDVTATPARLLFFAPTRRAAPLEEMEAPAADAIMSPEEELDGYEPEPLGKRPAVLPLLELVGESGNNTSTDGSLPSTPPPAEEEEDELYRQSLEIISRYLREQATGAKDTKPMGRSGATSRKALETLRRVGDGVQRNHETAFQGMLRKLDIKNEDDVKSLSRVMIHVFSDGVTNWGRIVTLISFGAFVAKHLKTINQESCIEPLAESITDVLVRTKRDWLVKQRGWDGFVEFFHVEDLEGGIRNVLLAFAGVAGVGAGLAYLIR
Fam108B inh = Fam108B inhibition, counter-screen for RBBP9 inhibitors. recombinant Fam108B, FP-Rh probe fluorescence polarization. inhibition, % at 9.51 µM. 300,000 tested, 0.33% active;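 active = inhibition above the screen mean inhibition plus 3 SD, computed separately per campaign, cut at about 18% in these data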;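 also: inhibitors lower polarization as less probe binds the enzyme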
PAD4 FP inh = inhibitors of human PAD4; recombinant PAD4, RCA probe fluorescence polarization; 330,000 tested, 0.41% active; inhibition, % at 6.36 µM;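 active = percent inhibition above a cutoff equal to the mean of all tested compounds plus 3 SD, cut at about 15% in these data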;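 also: 0% = PAD4 with RCA probe and DMSO and 100% = probe without PAD4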
BCLXL inh = Bcl-xL (human) inhibition | Q07817 | GST-Bcl-xL / FITC-Bim BH3 peptide fluorescence polarization | AID 2129 | inhibition, % at 10.9 µM | 320,000 tested, 0.7% active;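 active = inhibition above the mean of all tested compounds plus 3 SD, cutoff set per campaign, cut at about 30% in these data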;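 also: 0% = DMSO wells and 100% = unlabeled Bim-BH3 peptide competitor; inhibitors lower millipolarization by displacing the labeled peptide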
MEX-5 binding = C. elegans MEX-5 TCR-2 RNA binding activity; Q9XUB2; MEX-5/FITC-TCR2 RNA binding, fluorescence polarization; active compounds read low; activity score (negative = inhibition of binding), % at 10 µM; AID 1832; 300,000 tested, 0.38% active;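 active = inhibition past about -25% in most replicates, and total fluorescence under double the plate's negative control median, limit read from the data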;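 also: 0% = DMSO and -100% = 5 µM competing unlabeled TCR2 RNA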
TPT1 inhibitor = blocks Candida albicans tRNA 2'-phosphotransferase; recombinant caTPT1, FP RNA substrate dephosphorylation; inhibition, % at 5 µM; 300,000 tested, 0.81% active;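 active = inhibition above the mean of all tested compounds plus 3 SD, set per screening campaign, cut at about 24% in these data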;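 also: plate controls were DMSO alone for no effect and ferristatin control at 100 nM for full effect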
PME-1 inh = blocks human protein phosphatase methylesterase 1; Q9Y570; recombinant PME-1, FP-Rh probe fluorescence polarization; inhibition, % at 5.9 µM; 320,000 tested, 0.53% active;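 active = inhibition above the campaign mean of all compounds plus 3 SD, cut at about 26% in these data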;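 also: competitive labeling of PME-1 active site by serine hydrolase directed probe; 0% = PME-1 with DMSO and 100% = wells lacking PME-1 enzyme; inhibitors block probe labeling so polarization falls and inhibition rises; many of its hits are not listed in these tables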
Active calls of the source: *; x = no result given. Not all compounds are listed; rates above refer to the full screens.

Fields: GSTO1 counter	GLD-1 RNA inh	MCL1 BIM primary	Fam108B inh	PAD4 FP inh	BCLXL inh	MEX-5 binding	TPT1 inhibitor	PME-1 inh
- Clc1ccccc1Nc1nc(-c2ccncc2)nc2ccccc12
    -2	3	-2	0	-2	6	1.6	-3	-4
- O=C(CSc1ncn[nH]1)c1ccc2c(c1)OCO2
    2	6	7	4	-7	7	2.6	3	0
- CC(=O)Nc1ccc(NC(=O)CSc2nnc(CNc3ccc(F)cc3)n2CC2CCCO2)cc1 (stereo not drawn)
    8	4	-1	5	1	-5	-0.5	-1	-5
- COc1ccc(CCNC(=O)CCCN2C(=O)c3ccccc3C2=O)cc1OC
    -3	1	-3	-1	1	2	0.5	1	2
- CCCSc1nc2c(c(=O)n1-c1ccc(OCC)cc1)SCC2
    2	-1	-7	4	-3	2	x	1	-1
- Nc1ccccc1N1CCN(C(=O)c2ccccc2)CC1
    20	-2	108*	-2	0	6	-1.4	4	-1
- Cc1cc(C(=O)Cn2nc(C(=O)O)c3ccccc3c2=O)c(C)n1CCc1ccc(Cl)cc1
    16	-1	-2	-9	-7	3	0.8	-4	-12
- CCN1C(=O)C(=O)N(CC(=O)N2CCN(c3ccccc3)CC2)C1=O
    2	-3	-3	2	2	-2	1.7	-2	-7
- Cc1cccc(NC(=O)CCCSc2nc3ccccc3[nH]2)c1
    1	-3	-2	-1	0	3	0.9	-3	3
- CCc1ccc2[nH]c3nc(SCCN4CCOCC4)nnc3c2c1
    -3	4	11	0	2	9	-1.2	2	-8
- O=C1N=C(N2CCC(Cc3ccccc3)CC2)S/C1=C/c1cn[nH]c1-c1ccccc1
    -9	0	4	-23	-1	3	1.1	2	-34
- O=C1NC2(CCCCCC2)C(=O)N1Cc1c(F)cccc1Cl
    -2	5	-10	1	5	0	1.1	-3	0
- COc1cccc(NC(=O)CN(C)C(=O)CCCNC(=O)c2ccc(Cl)cc2)c1
    x	5	4	x	-1	2	x	x	-1
- O=C(CN1CCN(c2ccc(Cl)cc2)CC1)c1ccccc1
    2	5	1	0	-4	2	-0.2	0	-4
- CCOc1ccccc1CN1CCC(O)CC1
    1	1	-2	-4	-4	0	-1.5	1	3
- O=C1COc2ccc(C(=O)COC(=O)c3ccc(Cl)cc3[N+](=O)[O-])cc2N1
    9	-1	-14	4	-4	-7	-1.2	-2	3
- CCOC(=O)C(C(=O)OCC)c1cc(Br)c2noc3c2c1C(=O)c1ccccc1-3
    30	171*	196*	7	1	176*	-32*	-41	23
- COc1ccc([C@H]2CC(=O)C=C(/C=C/c3ccccc3)C2)cc1OC
    x	5	1	x	5	-1	x	x	0
- CCC(C)Nc1nc(OC)nc(N(C)C#N)n1 (stereo not drawn)
    -7	1	-9	4	0	4	2.4	6	1
- COCCCN1CC(=O)N2Cc3[nH]c4ccccc4c3C[C@H]2C1=O
    -5	0	0	2	-1	3	-1.3	0	7
- Cc1cc(C)cc(NC(=O)Cn2cnc3c(nnn3Cc3ccc(F)cc3)c2=O)c1
    7	5	8	-1	3	5	-0.3	-1	-4
- Cc1ccc2c(C)c(C(=O)NCc3ccc(S(N)(=O)=O)cc3)oc2c1C
    -12	3	8	-6	-2	4	0.9	-9	-2
- COc1cccc(-n2c(SCC(=O)NCc3ccco3)nnc2-c2c[nH]c3ccccc23)c1
    -1	0	-6	2	1	-3	-0.5	-1	-3
- O=C(O)CSc1ccc2ccccc2n1
    2	6	-5	1	-8	-3	0.3	1	-5
- O=C(COC(=O)C1COc2ccccc2O1)Nc1ccc2c(c1)CCC2 (stereo not drawn)
    -4	4	2	5	-1	4	2.3	0	4
- CC1(C)NC(=O)N(CCCCSc2ccc(Cl)cc2)C1=O
    5	0	2	-2	1	0	0.6	2	-3
- O=C(CCCNS(=O)(=O)c1cccc2nsnc12)NCc1ccc(F)cc1
    6	1	2	2	2	6	1.6	-3	3
- COC(=O)[C@@H]1C2CCC(C(=O)Nc3ccccc3)(CC2)[C@@H]1C(=O)OC
    6	7	-3	-1	1	8	0.1	-4	1
- COc1cccc(C(=O)Nc2cccnc2)c1OC
    -5	6	2	2	1	6	0.8	5	7
- COc1ccc(S(=O)(=O)N(C)CC(=O)NCc2ccco2)cc1Cl
    -1	4	-5	0	-3	0	-0.7	-1	2
- Cc1cccc(C)c1OCC(=O)OCC(=O)c1ccc2c(c1)NC(=O)CO2
    0	0	-1	-2	-3	2	-3.0	-5	-4
- CC(CN1CCCCC1)OC(=O)C(C)(c1ccccc1)c1ccccc1 (stereo not drawn)
    -4	3	7	2	0	1	-0.1	2	-2
- CC(=O)c1ccc(N2CCN(C(=O)Nc3ccc(F)cc3F)CC2)cc1
    3	6	3	2	-1	5	-0.4	-1	-7
- COc1ccc(Br)cc1CN(C)CC(=O)NCCc1ccccc1
    -9	-3	-3	1	9	2	-2.9	1	2
- CCOC(=O)C1=C(COC(=O)CCOc2cc(C)ccc2C)NC(=O)NC1C (stereo not drawn)
    x	6	10	x	-6	1	x	x	7
- NC(=O)c1ccc(NC(=O)CCC(=O)c2cccs2)cc1
    6	2	17	-1	-3	4	-2.5	3	-6
- C=CCn1c(CNS(=O)(=O)c2ccc(F)cc2)n[nH]c1=S
    4	2	1	0	0	4	2.5	2	3
- COc1ccc(CCC(C)N2CCOCC2)cc1 (stereo not drawn)
    -7	12	-1	1	-1	6	0.7	-2	-2
- CC(=O)c1c(Nc2cccc(F)c2)oc(C)cc1=O
    8	-4	-9	-1	-8	-3	0.2	3	0
- COc1ccc(C(=O)Nc2cccc(S(C)(=O)=O)c2)cc1OC
    3	5	1	-4	-2	2	2.3	-3	-3
- O=C(N/N=C/C1CC2CCC1C2)c1c[nH]c2ccccc12 (stereo not drawn)
    1	6	2	-3	4	4	2.6	-3	-1
- Cc1ccc(-c2c(C)n([O-])c3c([n+]2=O)CCCC3)cc1
    6	2	1	-5	3	3	1.7	3	-2
- CN(C(=O)CSc1nncn1C)C1CCCN(Cc2ccccc2F)C1 (stereo not drawn)
    4	6	3	-2	0	2	-1.6	-1	-4
- Cc1ccc(CNC(=O)C2CCCN(S(=O)(=O)c3cnc[nH]3)C2)cc1 (stereo not drawn)
    6	-1	3	0	0	5	1.2	-3	0
- CSC(=CC(=O)c1ccccc1)SC
    8	-4	3	2	1	5	3.3	0	-2
- CN1CCN(c2ccc(Cl)cc2NC(=O)c2ccc(=O)n(C)n2)CC1
    3	7	-9	2	-6	-2	-1.1	-1	-5
- COc1ccc(C(=O)C(CN2CCOCC2)c2ccccc2)cc1 (stereo not drawn)
    -13	-3	-3	1	0	3	-2.9	0	1
- c1ccc(SCc2nc(-c3ccccn3)no2)cc1
    2	-3	2	5	0	-1	1.2	-2	4
- Cc1ccc(-c2sc(C)nc2CC(=O)O)cc1
    2	4	1	-7	-2	2	0.6	-3	2
- Cc1cc(Sc2nc(N)ncc2[N+](=O)[O-])ncn1
    6	2	16	1	-5	11	0.7	1	-2
- COc1ccc2oc(C(=O)OCc3c(C)noc3C)c(C)c2c1
    1	6	2	6	-6	5	-1.8	1	-11
- COc1ccc(CN2CCC(n3nccc3NC(=O)CCCc3ccccc3)CC2)cc1C
    -3	3	-1	3	0	2	0.5	3	6
- O=C(Nc1ccc(N2CCCCC2)cc1)c1ccc2ccccc2n1
    7	2	9	7	-5	6	0.8	5	1
- CCCCCCC(=O)Nc1cc2c(C)cc(=O)oc2cc1C
    -1	7	1	0	-6	3	-1.8	-3	-2
- COC(=O)Cc1ccc(NC(=O)c2cccs2)cc1
    -1	1	0	1	-4	3	1.1	-3	2
- CCOC(=O)C1=C(C)N(C)C(=S)NC1c1cc(OC)ccc1OC (stereo not drawn)
    14	1	8	-2	2	6	-2.3	0	-9
- O=C(O)CC1COc2ccccc2N1S(=O)(=O)c1ccc(Br)cc1 (stereo not drawn)
    0	-7	3	-1	0	1	1.0	3	0
- COCCN(C(=S)Nc1ccccc1C)C(C)c1cccnc1 (stereo not drawn)
    5	2	5	4	2	3	-1.3	-4	-7
- CCn1c(=O)n(CC)c2cc(N3CCCC3)c(NC(=O)c3ccc(F)cc3)cc21
    -7	-3	-1	-4	-1	4	0.7	2	-1
- COc1ccc(N2CCN(C(=O)C3(S(=O)(=O)c4ccc(C)cc4)CC3)CC2)cc1
    5	-3	6	2	-6	4	0.9	-7	-2

Additional records follow.
Fields: GSTO1 counter	GLD-1 RNA inh	MCL1 BIM primary	Fam108B inh	PAD4 FP inh	BCLXL inh	MEX-5 binding	TPT1 inhibitor	PME-1 inh
- COc1nnc(-c2ccc(N3CCCCC3)c(NC(=O)C3CCCCC3)c2)c2ccccc12
    -5	6	2	0	1	7	1.9	-3	-4
- CC1=CC2=NC(=O)/C(=C\c3cc(C)n(-c4ccccc4F)c3C)C(=N)N2O1
    -11	3	-2	0	-2	2	-0.4	-2	-4
- Cc1ccccc1CSc1nc(C(C)(C)C)cc(=O)[nH]1
    -2	-1	4	-3	-3	6	-1.2	-5	-6
- N/C(=N\NC(=O)Nc1ccccc1)c1ccccn1
    0	4	10	-1	-5	2	-2.5	2	5
- COc1ccc(OCCC(=O)NCC23CC4CC(CC(C4)C2)C3)cc1
    2	-2	-3	-1	1	3	0.9	-5	-1
- O=C(Nc1nnc(S(=O)(=O)N2CCOCC2)s1)c1cccc(Br)c1
    -188	-3	0	-1	1	3	1.2	-2	-5
- CC1=NC(C(F)(F)F)(C(F)(F)F)C(C#N)=C(C)N1
    7	-8	-3	0	-4	0	1.3	-2	1
- COc1ccc(OC)c(-n2c(CNC3CCN(Cc4ccccc4)CC3)nc3ccccc3c2=O)c1
    2	4	8	-5	3	1	-2.1	4	-6
